High-throughput results: PubChem, National Center for Advancing Translational Sciences (NCATS)
p53ts 32C kill = cytotoxicity in p53ts cells at permissive temperature; 0.93% of 130,000 active; Potency, µM (doses to about 46.1 µM), for the others: at the highest dose activity change, negative = cytotoxicity, hits mostly cytotoxic; H1299-p53A138V at 32C, ATP luminescence viability, 24 h;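 note: 0% = DMSO and -100% = full killing by reference compound; nearly all actives have a fitted effect of over 55% in size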
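Cells: H1299 p53ts (A138V), 600/well, pre-incubated 16–30 h at 37C. Cpd up to 46 uM, 24 h, 32C. Readout: ATPlite luminescence, 20 min RT. Normalization: DMSO vs tamoxifen 100 uM. AC50 by Hill equation.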
p53ts 39C kill = p53ts cell cytotoxicity, nonpermissive temperature; H1299-p53A138V viability at 39C, ATP luminescence, 24 h; Potency, µM (titrated, usually from 46.1 µM), inactives show at the highest dose activity change, negative = cell killing, hits mostly cytotoxic; 1.5% of 130,000 active; note: nearly all actives have a fitted effect of over 55% in size
IkB sig inh = inhibitors of IkB signaling in ABC-DLBCL cells; Potency, µM (doses to about 57.1 µM), for the others: at the top dose IkBa stabilization activation; 0.04% of 110,000 active; ABC-DLBCL IkBa-CBG/CBR dual luciferase ratio, 4 h; response scale: scaled: untreated 0%, proteasome inhibitor 100%; AID 445; active = well fitted curve in the direction sought with a large enough effect in the signal ratio, not every such curve was filed as active; inconclusive = small, poorly fitted or top-dose-only effect, or a change in a side signal; the % refers to the signal ratio;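 note: the direction sought is a rising ratio; 0% = basal untreated cells and 100% = reference inhibitor full response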
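In this assay, an IκBα–CBG68 fusion accumulates when IKK-driven degradation is blocked; native CBR normalizes for cell number. OCI-Ly3 cells were treated 4 h with compound and doxycycline, then green and red light read after Chroma-Glo addition.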
Peg3 imprint = genomic imprint erasure induction | mouse ES Peg3-LacZ reporter, beta-gal luminescence, 40 h | Potency, µM (top dose mostly 60.7 µM), for inactives: at the top dose activity change, positive = activation, usual class: activators | 0.02% of 110,000 active | AID 1948;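 note: 0% = negative control wells on the plate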
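Gelatin-coated wells received 300 freshly trypsinized female ES cells with a Peg3LacZ-Neo reporter on the maternal allele, then incubated 40 hours at 37C. BetaGlo was added for 5 minutes at room temperature before a single luminescence read.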
* hit, by the source's call; ? = inconclusive; / = not tested or not shown; & = joins results of further samples; [ ] = another dose, or the depositor's remark. Unless noted, calls come from the whole dose curve; as a rule, active = well fitted curve in the direction sought with a large enough effect; inconclusive = small, poorly fitted or top-dose-only effect, or another doubt; inactive = no such curve, though single readings can be large; an effect the other way counts as inactive or inconclusive. Unless noted, % is set by controls: 0 for no effect and ±100 for the full control effect; potency is the fitted concentration of half-maximal effect. This is a random part of the collection; overall some 1.7% were active at least once.

SMILES	p53ts 32C kill	p53ts 39C kill	IkB sig inh	Peg3 imprint
COc1ccc(-c2cn3nc(SCC(=O)Nc4cc(C)cc(C)c4)ccc3n2)cc1	-16%	-29%	-1.1%	-12%[10.9 µM]
CN1CCN(c2ncc3nc(-c4cc(F)cc(F)c4)c(=O)n(CCC#N)c3n2)CC1	0%	-7%	-1.6%[11.4 µM]	-13%
Cc1ccc2cc(CN(Cc3ccco3)C(=O)C3CCCCC3)c(=O)[nH]c2c1C	-1%	5%	6.1%	/
Cc1nc(N2CCOCC2)c2nc(-c3ccccc3)n(C(C)CN(C)C)c2n1 (configuration not stated)	-6%	-1%	/	-1%
CCN1C(=O)CC(N2CCC(Nc3ccc(F)cc3)CC2)C1=O (configuration not stated)	8%	10%	2.9%	/
OC(CN1CCN(c2cccc(C(F)(F)F)c2)CC1)c1c[nH]c2ccccc12 (configuration not stated)	19%	-24%	?	-22%
COc1ccccc1-n1c(CNc2c(C)cccc2C)nnc1SCC(=O)N1CCOCC1	-10%	2%	?	5%
COc1cc2[nH]c(=O)n(CCCCCC(=O)NCCCN3CCCC3=O)c(=O)c2cc1OC	-11%	12%	0.4%	-11%
O=C(O)CCCN1CCCCC1	0%[9.22 µM]	-3%[9.22 µM]	0.2%[11.4 µM]	-10%[10.9 µM]
CCOC(=O)CSc1nc2ccccc2n2cnnc12	-1%	3%	5.5%	-2%
O=C(COc1ccccc1)N1CCN(S(=O)(=O)c2cccs2)CC1	-1%	-3%	/	/
O=C(C1CC1c1ccccc1)N1CCOCC1 (configuration not stated)	-1%	0%	1.5%	8%
CCn1c(CCCc2nc3c([nH]2)c(=O)n(C)c(=O)n3C)nc2c1c(=O)n(C)c(=O)n2C	2%[9.22 µM]	28%[9.22 µM]	1.8%[11.4 µM]	-1%[10.9 µM]
COc1ccccc1CNC(=O)c1ccc(NS(=O)(=O)c2c(C)noc2C)cc1	-9%	-2%	2.6%	-3%
COc1ccc(Cl)cc1NC(=O)CSc1nc(=O)n(Cc2ccco2)c2c1CCC2	-3%	1%	?	-6%[10.9 µM]
COc1cn(CC(=O)Nc2ccccc2)c(CN2CCCCC2)cc1=O	-5%	-3%	-0.4%	-19%[10.9 µM]
Cc1ccc(-n2nc3c(N4CCCC(C(=O)NCc5ccccc5C)C4)nnc(C)c3c2C)cc1 (configuration not stated)	?	?	?	5%[10.9 µM]
O=C(Cn1cc(SCc2cccc(Cl)c2)c2ccccc21)N1CCOCC1	?	-30%&-21%	?	-16%[10.9 µM]
CCNc1ncc2nc(C)c(=O)n(Cc3cccc(OC)c3)c2n1	-2%	-6%	1.4%[11.4 µM]	/
CCC(=O)c1ccc(N2CCN(C(=O)Cc3ccccc3)CC2)c(F)c1	-5%	6%	5.4%	-32%[inhibitor]
Cc1nc2cccnc2n1C1CCN(S(C)(=O)=O)CC1	5%	-3%	-1.4%	-3%[10.9 µM]
O=S(=O)(c1ccccc1)N1CCC2(CCN(c3ccc(-c4ccccc4)cc3)CC2)CC1	-11%	-11%	-0.8%[11.4 µM]	/
CCN1CCc2nc(N)oc2CC1	-8%	10%	0.3%	-9%
CN(C)c1ccnc(-c2cccc(NS(C)(=O)=O)c2)n1	?	?	-1.1%[11.4 µM]	23%
CCSc1cnc(-c2ccccc2)n1CC	-6%	0%	0.0%	-3%
(more compounds)
SMILES	p53ts 32C kill	p53ts 39C kill	IkB sig inh	Peg3 imprint
O=S(=O)(c1cccc(-c2cn3cccnc3n2)c1)N1CCOCC1	3%	2%	0.8%	4%
Cc1cc(C(=O)NCCCN2CCCC2=O)cs1	6%	11%	1.3%	14%
CCc1ccccc1NS(=O)(=O)c1ccc2[nH]cc(C(=O)N(CC)Cc3ccccc3)c(=O)c2c1	3%	-11%	?	-9%[10.9 µM]
O=c1c(=O)n(-c2ccccc2)ccn1Cc1cccc(C(F)(F)F)c1	10%	?	-2.0%	-6%[10.9 µM]
CCOc1ccc(C(=O)NCCc2sc(-c3ccc(C)cc3)nc2C)cc1	1%	-8%	?	1%[10.9 µM]
O=C(Nc1ccc2c(c1)OCO2)C1CCN(Cc2cnn(-c3ccccc3)c2-n2cccc2)CC1	1%	-6%	?	-28%
CCCCNC(=O)CN1C(=O)c2cccnc2Sc2ccccc21	11%	-4%	1.0%	-17%[10.9 µM]
CCN(Cc1ccccc1)S(=O)(=O)c1ccc(C(=O)Nc2nnc(C3CC3)o2)cc1	2%	?	15%	-33%[inhibitor]
CNC(=O)COc1ccc(NC(=O)c2ccc(-c3nn(C)c(=O)c4ccccc34)cc2)cc1	-6%	0%	3.8%	-9%[10.9 µM]
O=C(Cn1nc(-c2ccc(Cl)cc2)ccc1=O)NCC1CCCO1 (configuration not stated)	4%	3%	0.2%	-6%
Cc1ccc(NC(=O)CC2Nc3cc(C)c(C)cc3NC2=O)c(C)c1 (configuration not stated)	-4%	12%	5.7%	-10%[10.9 µM]
Cc1ccc(-n2c(SCC(=O)N3CCCC3)nc3c(c2=O)SCC3)cc1	-9%	-1%	2.4%	?
CN1/C(=C\C(=O)COC(=O)CN2C(=O)C3CC=CCC3C2=O)C(C)(C)c2ccccc21 (configuration not stated)	4%	-8%	?	-8%
CCc1ccc(NC(=O)CNS(=O)(=O)c2c(C)noc2C)cc1	22%	-5%	0.7%	-10%
CCOc1ccc(NC(=O)CSc2nc3ccsc3c(=O)n2CCC(C)C)cc1	18%	-4%	0.6%	13%[10.9 µM]
Cc1cccc(C(=O)NCc2nc3ccccc3n2Cc2ccccc2Cl)c1	17%	-30%	?	-10%[10.9 µM]
Cc1sc2nc3ccc(N4CCCC4)nn3c(=O)c2c1C	-29%	?	-0.9%	-14%
CCC(=O)N1CCc2cc(S(=O)(=O)NC(C(=O)Nc3ccc(C(C)=O)cc3)C(C)C)ccc21 (configuration not stated)	-3%	14%	-4.0%	-8%[10.9 µM]
COc1ccc(C(=O)CCC(=O)Nc2ccc(OC)c(Cl)c2)cc1	4%	-20%	-2.1%	-9%[10.9 µM]
Cc1oc2ccc(O)c(CN3CCN(C)CC3)c2c1C(=O)Nc1ccc(C(C)C)cc1	4%	12%	?	-11%[10.9 µM]
CC(C)(C#N)N([O-])C=C[N+](=O)C(C)(C)C#N	2%	5%	1.6%	7%
CCCCN(CC)C(=O)c1nn(C)c2c1CSc1ccccc1-2	?	20%	1.0%	16%[10.9 µM]
COc1cc(C)c(C(=O)Oc2cc(C)c(C(=O)O)c(O)c2C)c(OC)c1C	9%	-3%	/	1%
Cc1ccc(C(=O)CSc2nc(C)cc(SCc3nnc(-c4ccccc4)o3)n2)cc1	2%	-7%	?	/
CC1CN(S(=O)(=O)c2ccc3c(c2)NC(=O)CC(=O)N3)c2ccccc2O1 (configuration not stated)	-11%	5%	1.9%	-14%[10.9 µM]

Compounds from the list above that contain an aryl methoxy group, in the order listed:
SMILES	p53ts 32C kill	p53ts 39C kill	IkB sig inh	Peg3 imprint
COc1ccc(-c2cn3nc(SCC(=O)Nc4cc(C)cc(C)c4)ccc3n2)cc1	-16%	-29%	-1.1%	-12%[10.9 µM]
COc1ccccc1-n1c(CNc2c(C)cccc2C)nnc1SCC(=O)N1CCOCC1	-10%	2%	?	5%
COc1cc2[nH]c(=O)n(CCCCCC(=O)NCCCN3CCCC3=O)c(=O)c2cc1OC	-11%	12%	0.4%	-11%
COc1ccccc1CNC(=O)c1ccc(NS(=O)(=O)c2c(C)noc2C)cc1	-9%	-2%	2.6%	-3%
COc1ccc(Cl)cc1NC(=O)CSc1nc(=O)n(Cc2ccco2)c2c1CCC2	-3%	1%	?	-6%[10.9 µM]
COc1cn(CC(=O)Nc2ccccc2)c(CN2CCCCC2)cc1=O	-5%	-3%	-0.4%	-19%[10.9 µM]
CCNc1ncc2nc(C)c(=O)n(Cc3cccc(OC)c3)c2n1	-2%	-6%	1.4%[11.4 µM]	/
COc1ccc(C(=O)CCC(=O)Nc2ccc(OC)c(Cl)c2)cc1	4%	-20%	-2.1%	-9%[10.9 µM]
COc1cc(C)c(C(=O)Oc2cc(C)c(C(=O)O)c(O)c2C)c(OC)c1C	9%	-3%	/	1%

(continued)
SMILES	p53ts 32C kill	p53ts 39C kill	IkB sig inh	Peg3 imprint
COc1cccc(CNS(=O)(=O)c2cnc(N)nc2)c1	3%	-14%	0.8%	11%[10.9 µM]
N#C[C@H]1CN[C@H](N)N[C@@H]1N	-2%[9.22 µM]	-7%[9.22 µM]	0.1%[11.4 µM]	?
Cc1ccc(Cl)cc1Nc1nn2c(=O)c3ccc(C(=O)Nc4ccc(F)cc4)cc3nc2s1	-5%	-15%	0.1%	-7%[10.9 µM]
COC(=O)c1c(NC(=O)CN2CCC(C)CC2)c2c(C)cccc2n1C	4%	-1%	1.4%	5%
CCOc1ccc(C(=O)Nc2ccc3oc(-c4ccc5ccccc5c4)nc3c2)cc1	6%	7%	1.7%	-5%[10.9 µM]
CC1CN(C2CC(C)(C)NC(C)(C)C2)CCC1=O (configuration not stated)	1%	-4%	3.5%	-6%
Cc1ccc(S(=O)(=O)N2CCN(c3nc(C)nc4sc(C)c(C)c34)CC2)cc1	8%	6%	0.0%	-9%
CC(=O)N1CCc2cc(S(=O)(=O)NC(CC(C)C)C(=O)N3CCc4ccccc4C3)ccc21 (configuration not stated)	17%	-4%	-1.2%	-1%
COc1ccc(N2C(=O)CCC(C(=O)O)C2c2ccc(F)cc2)cc1 (configuration not stated)	-1%	-6%	-0.9%	5%
O=C(c1cccnc1)N1CCN(C(=O)c2ccco2)CC1	-4%	-4%	/	/
CCOC(=O)Cc1csc(SCn2nnc3ccccc3c2=O)n1	2%	8%	3.0%	-15%
COc1ccccc1OCCn1c(=O)sc2ccccc21	-12%	-18%	0.1%	0%
CCOc1cc(-c2nc(-c3ccc(OC)cc3)no2)cc(OCC)c1OCC	-7%	10%	3.9%	-3%
CCOc1ccc(Nc2c(S(=O)(=O)c3ccccc3)cnc3ccc(F)cc23)cc1	17%	-21%	-1.8%	-4%[10.9 µM]
O=C(C1CCC(CNc2c(N3CCOCC3)c(=O)c2=O)CC1)N1CCN(c2ccccc2)CC1 (configuration not stated)	0%	3%	0.3%	-10%
COc1ccc(CCNC(=O)CSc2nnc(Cn3c(=O)sc4ccccc43)n2C)cc1OC	-4%	-4%	0.3%	3%
CCOc1ccc2nc(N3CCN(C(=O)C(C)C)CC3)sc2c1	-1%	7%	-0.3%	8%[10.9 µM]
CSCCC(Nc1nc2ccccc2s1)C(=O)O (configuration not stated)	-5%	1%	0.4%	-4%
Cc1ccc(O)c(C(=O)c2cnc3c(c2)CN(CCC(C)C)C(=O)N3)c1	-13%	-21%	7.7%	-16%
Cc1cc(C)nc(NS(=O)(=O)c2ccc(-n3cccc3)cc2)n1	-3%	5%	1.7%	0%
CCn1cc(C(=O)NCc2ccccc2Cl)c(=O)c2cc(S(=O)(=O)N3CCOCC3)ccc21	-15%	-15%	5.1%	6%[10.9 µM]
COc1cccc2sc(N3CCN(c4nc5ccccc5s4)CC3)nc12	-5%	4%	0.3%	-4%
c1ccc(-c2csc(Nc3nc(N4CCOCC4)nc(N4CCOCC4)n3)n2)cc1	-7%	-3%	3.9%	-9%
CCCCOC(=O)C1[C@H]2C(=O)N(CCc3ccccc3)C[C@]23C=C[C@H]1O3 (some centres not stated)	5%	5%	1.5%	-1%
O=C(O)C1C2C=CC(O2)C1C(=O)NCCC1=CCCCC1 (configuration not stated)	2%	7%	-4.1%	-7%
Remaining list, next part
SMILES	p53ts 32C kill	p53ts 39C kill	IkB sig inh	Peg3 imprint
O=C(Cn1cnc2c(oc3ccccc32)c1=O)Nc1ccccc1C(F)(F)F	-19%	-11%	?	10%[10.9 µM]
CCOC(=O)c1ccc(CSc2n[nH]c(C)n2)o1	1%	-1%	-0.8%	-12%
O=C(Nc1ccc(-c2nc3ccccc3o2)cc1)C1CCCO1 (configuration not stated)	16µM*	10µM*	?	/
CCCS(=O)(=O)N1CCN(c2ccccn2)CC1	0%	11%	0.7%	-2%
Fc1ccc(-c2noc3ncnc(NC4CCCCC4)c23)cc1	-7%	-4%	1.9%	-3%[10.9 µM]
O=C(c1ccco1)N1CCN(C(=O)c2cc(-c3ccccn3)nc3ccccc23)CC1	-15%	-7%	?	-5%
COc1cccc(C(=O)Nc2cccc(C(=O)OCc3cc(=O)n4nc(C(C)C)sc4n3)c2)c1	-8%	-10%	?	-8%[10.9 µM]
O=C(CCC1COc2ccccc2O1)Nc1ccc(Cl)cn1 (configuration not stated)	-5%	-4%	?	-6%
